Sm TGR inh – qHTS Assay for the Inhibitors of Schistosoma Mansoni Peroxiredoxins. Schistosoma mansoni thioredoxin glutathione reductase (TGR), Q962Y6. purified TGR, DTNB reduction, TNB absorbance 405 nm. Potency, µM (highest dose often 114 µM), for the others: top-dose activity change, negative = inhibition, hits mostly inhibitors. hit rate 3% among 360,000; further: potency means the concentration at half of the fitted maximal effect; nearly all actives have a fitted effect of over 60% in size
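Kinetic colorimetric format: TGR-catalysed, NADPH-driven DTNB reduction monitored via TNB absorbance. Enzyme dispensed at 20 nM; compound exposure 15 min at room temperature before reaction start.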
AmpC inh detg – qHTS Inhibitors of AmpC Beta-Lactamase (assay with detergent). P00811. AmpC hydrolysis of nitrocefin, absorbance 480 nm, 0.01% Triton. Potency, µM (highest dose often 114 µM), for the others: at the highest dose activity change, negative = inhibition, usual class: inhibitors. hit rate 0.041% among 370,000;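 further: potency means the concentration at half of the fitted maximal effect; 0% = no-compound wells and -100% = no-enzyme wells; nearly all actives have a fitted effect of over 25% in size; some results filed as inactive show a strong effect at the top dose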
Target sequence (P00811 whole entry, looked up): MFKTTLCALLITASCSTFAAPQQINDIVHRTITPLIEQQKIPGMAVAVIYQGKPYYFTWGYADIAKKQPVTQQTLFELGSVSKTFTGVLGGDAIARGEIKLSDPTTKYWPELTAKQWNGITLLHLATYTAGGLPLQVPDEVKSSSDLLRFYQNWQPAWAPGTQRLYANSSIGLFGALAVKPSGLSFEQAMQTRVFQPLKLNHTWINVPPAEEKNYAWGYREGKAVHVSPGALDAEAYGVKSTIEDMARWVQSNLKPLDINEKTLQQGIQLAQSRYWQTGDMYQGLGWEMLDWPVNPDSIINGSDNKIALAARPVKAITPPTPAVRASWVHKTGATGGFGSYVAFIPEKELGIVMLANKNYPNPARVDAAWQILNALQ
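AmpC (5.3 nM in the dispensed reagent) in 20 mM phosphate pH 7.0 with 0.01% (detergent screen) or 0.0001% Triton X-100 was preincubated with compounds for 15 min at room temperature. Nitrocefin was then added from an 800 uM solution, and hydrolysis was followed at 480 nm.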
HCMV inh – qHTS Assay for inhibitors of the human cytomegalovirus (HCMV) | HFF cells, HCMV-luciferase reporter, 72 h; hits give low values | activity change, negative = inhibition, % at 57.5 µM | hit rate 4.5% among 410,000 | AID 1259415, 2018; in the data active means activity change below about -60%; inconclusive means no clear call, values can overlap the other calls; inactive means above about -39%
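After 16 h attachment at 37C, HFF cells received test compound and HCMV-luciferase (1 PFU/cell); reporter luminescence read 72 h later, data normalized against buffer-only and known inhibitor Salinomycin.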
FBPA Giardia inh – qHTS Assay for Inhibitors of Fructose-1,6-bisphosphate Aldolase from Giardia Lamblia; A8B2U2; Potency, µM (doses to about 59.6 µM), without a hit: at the highest dose activity, negative = inhibition, most hits filed as inhibitors; hit rate 0.71% among 290,000; AID 2451, 2010; purified Giardia FBPA; further: potency means the concentration at half of the fitted maximal effect; nearly all actives have a fitted effect of over 55% in size
Target sequence (A8B2U2 whole entry, looked up): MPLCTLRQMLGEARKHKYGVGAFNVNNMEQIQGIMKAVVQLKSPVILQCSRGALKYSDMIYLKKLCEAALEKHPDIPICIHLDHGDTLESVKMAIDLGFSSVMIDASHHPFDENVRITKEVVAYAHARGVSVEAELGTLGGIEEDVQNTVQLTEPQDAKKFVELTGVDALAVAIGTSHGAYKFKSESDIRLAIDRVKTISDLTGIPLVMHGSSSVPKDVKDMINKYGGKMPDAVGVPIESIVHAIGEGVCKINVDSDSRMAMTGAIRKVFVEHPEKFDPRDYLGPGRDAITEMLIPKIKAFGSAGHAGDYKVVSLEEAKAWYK
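Giardia FBPA (40 nM reagent) was preincubated 10 min at RT with compound (up to 57.5 uM final), then substrate plus GAPDH/TPI/NAD/arsenate coupling system with diaphorase/resazurin was added; resorufin fluorescence (525/598 nm) was read after 20 min.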
AmpC inh no detg – qHTS Inhibitors of AmpC Beta-Lactamase (assay without detergent); Potency, µM (top dose mostly 57.1 µM), for inactives: top-dose activity change, negative = inhibition, hits mostly inhibitors; AmpC nitrocefin hydrolysis, absorbance 480 nm, 0.0001% Triton; AID 485341, 2010; hit rate 0.52% among 330,000;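 further: potency means the concentration at half of the fitted maximal effect; plate controls were no compound for no effect and no enzyme for full effect; nearly all actives have a fitted effect of over 20% in size; some results filed as inactive show a strong effect at the top dose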
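AmpC (5.3 nM in the dispensed reagent) in 20 mM phosphate pH 7.0 with 0.01% (detergent screen) or 0.0001% Triton X-100 was preincubated with compounds for 15 min at room temperature. Nitrocefin was then added from an 800 uM solution, and hydrolysis was followed at 480 nm.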
HCV inhibitor – qHTS Assay for Inhibitors of Hepatitis C Virus (HCV); Huh7.5.1 HCVcc-Cre infection, luciferase reporter, 44 h; hit rate 3.4% among 340,000; Potency, µM (top dose mostly 41.8 µM), for the others: at the highest dose activity change, negative = inhibition, hits mostly inhibitors; further: potency means the concentration at half of the fitted maximal effect
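Luciferase read-out (15 sec integration) after a 15 min room-temperature substrate step quantifies HCVcc-Cre infection. Cells, 1,000 per well, had compound added 4 h post-plating, then virus at ~0.5 moi, and were cultured 44 h.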
* hit, by the source's call; ? = inconclusive; nt = not tested or not shown; & = joins results of further samples; [ ] = remark or other dose. Unless noted, the call rests on the fitted dose curve; in most records, active means well fitted curve in the direction sought with a large enough effect; inconclusive means small, poorly fitted or top-dose-only effect, or another doubt; inactive means no such curve, though single readings can be large; an effect the other way counts as inactive or inconclusive. Unless noted, on the % scale 0 is the no-effect control and ±100 the full control effect.

[1] Cc1ccc(S(=O)(=O)N(C)C)cc1NC(=O)C1CCN(C(=O)Nc2ccccc2)CC1
[2] COc1ccc(-c2ncncc2-c2csc(C)n2)c(O)c1
[3] COc1ccc(CN(Cc2ccccn2)C(=O)CN2C(=O)C(C)Oc3ccccc32)cc1 (stereo not drawn)
[4] O=C(Nn1cnc2ccccc2c1=O)c1ccccc1F
[5] COc1ccc(-n2c(=O)[nH]cc(C(=O)Nc3ccc4c(c3)OCCO4)c2=O)cc1OC
[6] COc1cccc(NC(=O)c2ccc3snnc3c2)c1

assay / entry	1	2	3	4	5	6
Sm TGR inh	-3%	-5%	-9%	34%	-22%	-1%
AmpC inh detg	-12%	?	-1%	2%	1%	0%
HCMV inh	-10	-11	26	7	26	63
FBPA Giardia inh	nt	0%	4%	-3%	-9%	-1%
AmpC inh no detg	-5%	-7%	31%	-12%	-9%	-19%
HCV inhibitor	?	6%	-2%	7%	nt	-1%

[7] O=S(=O)(NCC1CCCO1)c1ccc(S(=O)(=O)N2CCCC2)cc1 (stereo not drawn)
[8] Cc1ccc(N2C(=O)NC(=O)/C(=C/c3ccc(-c4ccc(C(=O)O)c(Cl)c4)o3)C2=O)cc1
[9] COc1cc(NC(=O)c2ccccc2)c(OC)cc1NC(=O)CN1C(=O)N(C)C2(CCCCC2)C1=O
[10] CC(=O)Oc1c(S(=O)(=O)c2ccccc2)c(C)nn1C(C)(C)C
[11] NCCSc1c(-c2ccc(F)cc2)[nH]c2ccccc12
[12] Cc1ccc(-n2c(=O)c3ccccc3n(CC(=O)Nc3cccc(C(F)(F)F)c3)c2=O)cc1

assay / entry	7	8	9	10	11	12
Sm TGR inh	11%	?	-8%	-23%	-1%	-2%
AmpC inh detg	?	0%	?	-1%	4%	-3%
HCMV inh	3	?	-12	-15	-15	-10
FBPA Giardia inh	1%	-25%	nt	-1%	3%	nt
AmpC inh no detg	-8%	-32%	217%[activator]	nt	-25%	nt
HCV inhibitor	-4%	-2%	13%	-6%	?	nt

[13] O=C(NCc1ccccc1)C1CCCN1S(=O)(=O)c1ccc(F)cc1 (stereo not drawn)
[14] Cc1cccn2c(=O)c3cc(C(=O)NCCN4CCOCC4)c(=N)n(Cc4cccnc4)c3nc12
[15] CCN(CC)S(=O)(=O)c1cc(NC(=O)COC(=O)CCc2nc3ccccc3s2)ccc1C
[16] O=C1CC(c2cccc(F)c2)C2=C(CCCC2=O)N1 (stereo not drawn)
[17] COc1cc(O)c(C(CC(=O)N2CCCCC2)c2ccc(N(C)C)cc2)c(OC)c1 (stereo not drawn)
[18] Cc1cc(C)n(-c2ccc(C(=O)NC(C)C)cc2)n1

assay / entry	13	14	15	16	17	18
Sm TGR inh	0%	-32%	4%	10%	-11%	3%
AmpC inh detg	6%	3%	4%	?	-1%	-8%
HCMV inh	47	-86*	-11	27	1	3
FBPA Giardia inh	-2%	nt	-4%	8%	-12%&-18%	8%
AmpC inh no detg	-5%	-2%	nt	-7%	22%	-5%
HCV inhibitor	19%	?	nt	13%	15%	21%

[19] O=C(CC1C(=O)NCCN1Cc1cccc(F)c1)NC1CCC1 (stereo not drawn)
[20] Cc1[nH]c2ccccc2c1/C=N/NC(=O)c1cccc(S(=O)(=O)Nc2cccc(C(F)(F)F)c2)c1
[21] O=C(NCC(=O)N(c1ccccc1)C(C(=O)NC1CCCCC1)c1cccnc1)c1cccs1 (stereo not drawn)
[22] O=C(NC1CCN(Cc2ccccc2)CC1)c1ccc2c(c1)OCCCO2
[23] Cc1cccc(-n2ncc3c(NCCc4ccc(S(N)(=O)=O)cc4)ncnc32)c1
[24] Cn1nc(C(=O)N2CCN(c3ccccc3)CC2)c2c1-c1ccccc1S(=O)(=O)C2

assay / entry	19	20	21	22	23	24
Sm TGR inh	?	nt	nt	5%	10%	-4%&1%
AmpC inh detg	6%	-7%	5%	-8%	?	19%
HCMV inh	24	?	-9	1	22	-11&-21
FBPA Giardia inh	-16%	?	2%	7%	-8%	12%
AmpC inh no detg	2%	4.5µM*	-4%	-25%	-34%	31%
HCV inhibitor	14%	-16%	5%	11%	-18%	0%

[25] CCOc1ccc(NC(=O)CNC(=O)c2cn(-c3ccccc3OC)c(=O)c3ccccc23)cc1
[26] CC(NC(=O)c1ccccc1)c1nc2ccccc2n1Cc1ccccc1F (stereo not drawn)
[27] O=C(CNC(=O)c1ccc2c(c1)OCO2)N/N=C/c1cccc([N+](=O)[O-])c1
[28] Cc1ccc(CNC(=O)/C=C/c2ccc(S(=O)(=O)NCc3ccco3)cc2)cc1
[29] C/C(CCN1CCCCc2nc(C)c(C)cc21)=N\O[C@@H](C)c1cn([C@H](CO)Cc2ccccc2)nn1
[30] O=C(CSc1nc(-c2ccccc2)cc(C(F)(F)F)n1)N1CCOCC1

assay / entry	25	26	27	28	29	30
Sm TGR inh	-1%	34%	14%	-12%	-11%	-1%
AmpC inh detg	0%	7%	1%	?	-8%	?
HCMV inh	8	42	-27	31	nt	-21
FBPA Giardia inh	-8%	nt	-2%	0%	-2%[12.9 µM]	-1%
AmpC inh no detg	9%	36%	-26%	-26%	129%[activator]	18%
HCV inhibitor	-17%	nt	-11%	?	5%[8.37 µM]	?

[31] O=C(Nc1ccc(Cl)cc1)NN1CC(=O)N(c2cccc(C(F)(F)F)c2)CC1=O
[32] CC(C(=O)NC1CCCc2ccccc21)N1C(=O)C2CCCCC2C1=O (stereo not drawn)
[33] COc1cc([N+](=O)[O-])cc(/C=N/NC(=O)c2cccnc2)c1O
[34] COc1ccc2cc(Br)ccc2c1CC(=O)NC(C)C
[35] O=C(CSc1ccc(-c2ccco2)nn1)NCc1ccccc1
[36] COc1cc(COc2ccc(-c3nnco3)cc2)ccc1OC(F)F

assay / entry	31	32	33	34	35	36
Sm TGR inh	-6%	-1%	-8%	3%[57.1 µM]	35µM*	2%
AmpC inh detg	3%	-3%	-5%	-13%	-3%	8%
HCMV inh	23	0	-88*	?	19	14
FBPA Giardia inh	2%	nt	12%	1%	1%	6%
AmpC inh no detg	-30%	-17%	-18%	-11%	-24%	-4%
HCV inhibitor	8%	22%	16%	4%	-5%	?

From no. 29 to 36, copied from above:
[29] C/C(CCN1CCCCc2nc(C)c(C)cc21)=N\O[C@@H](C)c1cn([C@H](CO)Cc2ccccc2)nn1
[30] O=C(CSc1nc(-c2ccccc2)cc(C(F)(F)F)n1)N1CCOCC1
[31] O=C(Nc1ccc(Cl)cc1)NN1CC(=O)N(c2cccc(C(F)(F)F)c2)CC1=O
[32] CC(C(=O)NC1CCCc2ccccc21)N1C(=O)C2CCCCC2C1=O (stereo not drawn)
[33] COc1cc([N+](=O)[O-])cc(/C=N/NC(=O)c2cccnc2)c1O
[34] COc1ccc2cc(Br)ccc2c1CC(=O)NC(C)C
[35] O=C(CSc1ccc(-c2ccco2)nn1)NCc1ccccc1
[36] COc1cc(COc2ccc(-c3nnco3)cc2)ccc1OC(F)F

assay / entry	29	30	31	32	33	34	35	36
Sm TGR inh	-11%	-1%	-6%	-1%	-8%	3%[57.1 µM]	35µM*	2%
AmpC inh detg	-8%	?	3%	-3%	-5%	-13%	-3%	8%
HCMV inh	nt	-21	23	0	-88*	?	19	14
FBPA Giardia inh	-2%[12.9 µM]	-1%	2%	nt	12%	1%	1%	6%
AmpC inh no detg	129%[activator]	18%	-30%	-17%	-18%	-11%	-24%	-4%
HCV inhibitor	5%[8.37 µM]	?	8%	22%	16%	4%	-5%	?

The list continues.
[37] CCOc1cc(/C=N/NC(=O)C(=O)NC2CC2)cc(Br)c1O
[38] CCN(CC)CC(C)CNC(=O)C1(O)c2ccccc2NC(=O)N1c1ccc(Cl)c(Cl)c1 (stereo not drawn)
[39] CC(C)CCNc1nc(N2CCCC2)c2c(c1C#N)CCN(C)C2
[40] CC1CCCN(C(=O)COc2ccc(NC(=O)c3cccs3)cc2)C1 (stereo not drawn)
[41] CC(=O)Nc1ccc(C(F)(F)F)cc1Cl
[42] CC1CCC(C(C)C)C(OP(N)(=O)c2ccccc2)C1 (stereo not drawn)

assay / entry	37	38	39	40	41	42
Sm TGR inh	-2%	-10%	-4%	-3%	-5%	6%
AmpC inh detg	-5%	-7%	-2%	-14%	2%	-13%
HCMV inh	?	-34	20	-22	42	-31
FBPA Giardia inh	0%	3%	?	-10%	-1%	5%
AmpC inh no detg	-10%	-20%	33%	-34%	-5%	34%
HCV inhibitor	1%	16%	13µM*	-6%	15%	3%

[43] Cc1cc(=O)[nH]c(S)c1C#N
[44] COc1ccc(OCC(O)CN2CCN(c3ccc(Cl)cc3)CC2)cc1 (stereo not drawn)
[45] COc1ccc(-n2c(C)nn(C)c2=O)c(OC)c1
[46] Cc1ccccc1/C=C1\Sc2ccc(C(=O)N3CCN(c4ccccn4)CC3)cc2N(C)C1=O
[47] COc1ccc(C(=O)Nn2c(SCC(=O)NC3CCCC3)nc3ccccc3c2=O)cc1
[48] CCOC(=O)c1csc(NC(=O)c2ccc(S(=O)(=O)N(CC)CC)cc2)n1

assay / entry	43	44	45	46	47	48
Sm TGR inh	-13%	7%	5%	0%	-26%	0%
AmpC inh detg	-4%	3%	-2%	1%	?	-3%
HCMV inh	nt	-6	6	nt	-22	6
FBPA Giardia inh	-7%	-7%	5%	-6%	22%	1%
AmpC inh no detg	-13%	11%	-7%	74%[activator]	-40%	-7%
HCV inhibitor	nt	?	21%	?	6%	-10%&-21%

[49] COc1ccc(CCNC(=O)CCCCn2c(=O)c3ccccc3n(Cc3ccc(Cl)cc3)c2=O)cc1OC
[50] COC(=O)c1c(C)[nH]c(C(=O)NCc2ccco2)c1C
[51] O=C(NC(CC(=O)N1CCN(c2ccccc2)CC1)c1ccccc1)c1ccccc1Cl (stereo not drawn)
[52] O=C(CN1CCN(S(=O)(=O)N2CCOCC2)CC1)Nc1cc(Cl)cc(Cl)c1
[53] O=C(CCC(=O)c1ccc(F)cc1)Nc1cccc(S(=O)(=O)Nc2cccc(Cl)c2)c1
[54] CCCC(=O)N1CCN(S(=O)(=O)c2cc(Cl)ccc2OC)CC1
[55] CCN(CC)S(=O)(=O)c1ccc(Cl)c(NC(=O)CSc2nnc(-c3cccs3)o2)c1

assay / entry	49	50	51	52	53	54	55
Sm TGR inh	5%	-5%	-14%	-23%	-13%	-16%	1%
AmpC inh detg	24%	-16%	-2%	-4%	-4%	4%	2%
HCMV inh	1	-29	-38	-14	?	5	-2
FBPA Giardia inh	nt	8%	0%	-3%	-2%	9%	1%
AmpC inh no detg	nt	-13%	1%	94%[activator]	-41%	38%	-20%
HCV inhibitor	nt	6%	-1%	-5%	?	-14%	10%

Source: PubChem BioAssay
